# APOBEC3G inh = APOBEC3G (human) deaminase inhibition. recombinant A3G, ssDNA deamination FAM/TAMRA fluorescence. inhibition, % at 20 µM. 0.28% of 330,000 active. AID 493012;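 active = inhibition of at least 40% at 20 µM, with no more than 30% in the related APOBEC3A deaminase screen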;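 note: plate controls were DMSO wells with A3G for no effect and wells lacking A3G enzyme for full effect; some compounds called inactive have numbers as strong as hits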
# Target sequence (Q9HC16 whole entry, looked up): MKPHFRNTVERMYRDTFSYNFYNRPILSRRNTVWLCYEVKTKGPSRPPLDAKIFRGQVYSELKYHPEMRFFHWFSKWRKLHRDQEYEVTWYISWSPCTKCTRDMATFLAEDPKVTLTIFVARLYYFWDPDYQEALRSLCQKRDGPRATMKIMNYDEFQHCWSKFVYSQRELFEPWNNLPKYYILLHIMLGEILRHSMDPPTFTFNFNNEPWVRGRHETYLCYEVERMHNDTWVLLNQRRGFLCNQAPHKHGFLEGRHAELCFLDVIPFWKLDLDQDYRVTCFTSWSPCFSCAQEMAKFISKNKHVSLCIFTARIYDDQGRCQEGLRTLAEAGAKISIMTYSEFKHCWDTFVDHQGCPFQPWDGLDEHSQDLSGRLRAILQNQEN
# hIAP inh = blocks human intestinal alkaline phosphatase; 0.12% of 330,000 active; inhibition, % at 10 µM; P09923; purified IAP, CDP-Star luminescence, 30 min; AID 2544;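 active = inhibition reaching a set limit with compound at 10 µM in the primary screen, cut at about 35% in these data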;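 note: plate controls were DMSO wells with enzyme for no effect and no-enzyme buffer wells for full effect; values of inactives mirror those of a sister screen read the other way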
# beta cell repl = MIN6 beta-cell proliferation induction. MIN6 cells proliferation, ATPlite luminescence, 48 h; cells starved in 0.2% serum; 100% = growth in 10% serum. 0.29% of 330,000 active. AID 2380. proliferation, % at 10 µM;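 active = compounds whose signal lies at least 3.5 SD above the mean of all wells on their plate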;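 note: 0% = DMSO-treated cells in low-serum medium and 100% = 10% serum control; some compounds called inactive have numbers as strong as hits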
# hIAP activ = human IAP activation. activation factor at 10 µM. 0.16% of 330,000 active. AID 2524. P09923. purified human IAP, CDP-Star luminescence, 30 min; hits give high values; 1 = vehicle-only enzyme, 0 = enzyme-free background;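 active = activation factor of the enzyme at least 2-fold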; note: the source names both 10 and 20 µM as test concentration; values of inactives mirror those of a sister screen read the other way
# APOBEC3A inh = blocks human APOBEC3A ssDNA deamination; inhibition, % at 20 µM; AID 493011; P31941; recombinant A3A, FAM/TAMRA ssDNA deamination fluorescence; 0.41% of 330,000 active;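 active = at least 40% inhibition at 20 µM here, with at most 30% in a related deaminase screen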;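 note: plate controls were A3A with DMSO for no effect and wells lacking A3A enzyme for full effect; some results filed as inactive read as strong as hits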
# Target sequence (P31941 whole entry, looked up): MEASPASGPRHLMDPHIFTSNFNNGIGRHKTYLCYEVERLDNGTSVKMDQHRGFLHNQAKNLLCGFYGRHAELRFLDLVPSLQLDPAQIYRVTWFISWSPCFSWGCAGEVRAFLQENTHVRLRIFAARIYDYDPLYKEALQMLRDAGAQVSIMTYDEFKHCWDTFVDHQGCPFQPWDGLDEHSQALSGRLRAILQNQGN
# mIAP inh = mouse IAP inhibition; purified mouse IAP, CDP-Star luminescence, 30 min; inhibition, % at 10 µM; 0.2% of 330,000 active; AID 2806;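 active = inhibition of at least 40% at 10 µM in the primary screen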;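 note: plate controls were DMSO with enzyme for no effect and no enzyme wells for full effect; values of inactives mirror those of a sister screen read the other way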
# mIAP activ = increases mouse intestinal alkaline phosphatase activity; muIAP, CDP-Star luminescence, 30 min; hits give high values; 1 = vehicle-only enzyme signal, 0 = enzyme-free wells; activation factor at 10 µM; 0.24% of 330,000 active; AID 2805;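 active = activation factor of at least 2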; note: the source names both 10 and 20 µM as test concentration; values of inactives mirror those of a sister screen read the other way
#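 Assay system: mouse IAP enzyme / Compound: DMSO-dissolved test compounds / Timing: 30 min, room temperature / Measured by: luminescence from enzymatic CDP-Star hydrolysis / Control set: DMSO-only wells, enzyme-free buffer wells as negative control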
# ATG4B inh = blocks human ATG4B protease cleavage of LC3 substrate; Q9Y4P1; ATG4B cleavage of LC3-PLA2, NBD-HPC fluorescence, 1 h; inhibition, % at 8.33 µM; 0.51% of 340,000 active; AID 504462; in the data active = inhibition above about 40%
# Target sequence (Q9Y4P1 whole entry, looked up): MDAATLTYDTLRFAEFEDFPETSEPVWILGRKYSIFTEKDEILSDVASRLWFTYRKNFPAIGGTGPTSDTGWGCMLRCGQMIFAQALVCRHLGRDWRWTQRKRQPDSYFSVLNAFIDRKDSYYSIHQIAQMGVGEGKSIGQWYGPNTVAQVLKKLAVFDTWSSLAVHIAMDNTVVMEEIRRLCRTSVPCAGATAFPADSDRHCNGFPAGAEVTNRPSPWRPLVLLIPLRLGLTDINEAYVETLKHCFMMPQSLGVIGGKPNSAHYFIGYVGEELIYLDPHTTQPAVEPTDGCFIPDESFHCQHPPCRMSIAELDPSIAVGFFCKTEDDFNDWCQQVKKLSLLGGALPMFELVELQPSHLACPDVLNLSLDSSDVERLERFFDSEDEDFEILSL
# MPTP block = permeability transition pore inhibition | isolated mouse mitochondria, Ca2+ swelling absorbance, 30 min | inhibition, % at 10 µM | 1.4% of 360,000 active | AID 602449;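 active = inhibition of 50% or more, scaled per plate between neutral and stimulator controls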;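 note: 0% = DMSO wells given calcium and 100% = 1 mM EGTA wells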
# * = called active by the depositor; i = inactive; nt = no result given; & = joins results of further samples.
SMILES,APOBEC3G inh,hIAP inh,beta cell repl,hIAP activ,APOBEC3A inh,mIAP inh,mIAP activ,ATG4B inh,MPTP block
C/C(=N/NS(=O)(=O)c1cc(C)ccc1C)c1c[nH]c2ccccc12,-6,-3,-2,1,-4,-2,1,-16,3.5
CC(C)C(=O)Nc1ccc(NC(=O)c2ccc([N+](=O)[O-])cc2Cl)cc1,-4,7,0,0.93,1,0,1,-6,-0.2
Cc1cccc(C)c1NC(=S)N(CCCN1CCOCC1)Cc1cccnc1,-9,-5,0,1.1,-2,-2,1,-7,-0.6
CN(C(=O)Cn1nc(C(=O)O)c2ccccc2c1=O)c1ccccc1,-8,10,5,0.9,-3,8,0.92,7,-2.5
Cn1nccc1NC(=O)CC(CC(=O)O)c1ccccc1 (centres undefined),3,-24,-2,1.2,5,-2,1,-4,1.3
CC(Sc1nc2ccccc2c(=O)n1CC1CCCO1)C(=O)N(C)c1ccccc1 (centres undefined),-6,16,4,0.84,-5,8,0.92,-13,-0.1
COc1ccc(CCNC(=O)c2coc(=O)c(Br)c2)cc1,-10,-4,-7,1,-4,-8,1.1,-11,nt
Cc1onc(-c2ccccc2)c1C(=O)N1CCCC(C(F)(F)F)C1 (centres undefined),-5,-1,0,1,-2,9,0.91,0,0.4
COc1ccc(CCn2c(N)cc(=O)[nH]c2=S)cc1OC,-5,10,-4,0.9,2,1,0.99,-5,0.0
C#CCOCCOCCOCCNc1nc(N2CCN(C(=O)CCCCCCCCCCNC(=O)[C@H]([C@@H](C)CC)n3cc(CCCCN=C(N)N)nn3)CC2)nc(N2CCN(C(=O)CCCCCCCCCCNC(=O)[C@H]([C@@H](C)CC)n3cc(CCCCN=C(N)N)nn3)CC2)n1,-3,-47,-8,1.5,1,i,10*,nt,nt
O=C(Cc1c(Cl)cccc1Cl)OCC(=O)N1CCc2ccccc2C1,2,10,0,0.9,4,1,0.99,4,-1.1
C/C(=C\c1ccccc1)CN1CCN(Cc2ccc(C)o2)C(CCO)C1 (centres undefined),-6,-7,2,1.1,-6,-6,1.1,-27,0.7
Cc1cc(=O)oc(C)c1C(=O)N1CCCCC1,-3,-21,-1,1.2,-1,-12,1.1,1,-0.6
COc1ccc(NS(=O)(=O)Cc2ccccc2)cc1OC,-4,4,0,0.96,-1,4,0.96,3,-0.5
Cc1ccc(C(=O)O/N=C/c2c(C(F)(F)F)nn(C)c2Sc2ccc(Cl)cc2)cc1,-5,-1,-3,1,-2,4,0.96,-7,1.6
CC(C)(C)OC(=O)N/N=C\c1ccc([N+](=O)[O-])s1,6,-12,-5,1.1,0,13,0.87,-8,0.4
Cc1nc2ccccn2c1C(=O)c1ccccc1,-5,-4,-3,1,-2,2,0.97,1,-5.9
COc1cc(OC)c([N+](=O)[O-])cc1/C=N/NC(=O)c1ccncc1,-10,-10,2,1.1,-4,2,0.98,-8,0.2
O=C(NCc1ccccn1)c1nc(-c2cccs2)no1,-5,-7,-2,1.1,-3,13,0.87,-6,-0.2
CCCCCc1nnc(NC(=O)C(=O)OCC)s1,-3,4,1,0.96,2,-3,1,-2,-0.9
COc1cc(CN2CCN(Cc3ccc(C)cc3)C(CCO)C2)ccc1O (centres undefined),-18,0,2,1,-7,4,0.96,-10,-2.3
COc1cccc(C(=O)NC2CC3CCC(C2)N3Cc2ccccc2)c1 (centres undefined),-6,-22,-3,1.2,-6,-4,1,-2,-0.2
COc1ccc(/C=N/NC(=O)C2COc3ccccc3O2)cc1OC (centres undefined),-5,9,-2,0.91,2,-4,1,4,-0.2
COc1ccc(C(F)(F)F)cc1NC(=O)c1nc2nc(C)cc(C(F)F)n2n1,-5,-11,-1,1.1,-1,0,1,-5,-4.6
C=CC[C@@H](CC(=O)OC(C)(C)C)C(=O)OC[C@H]1CCCN1C(=O)[C@@H](CC=C)CC(=O)NCCO,-9,-1,-2,1,1,9,0.91,1,-1.9
O=C(COC(=O)c1cccc2ccccc12)NCCCc1ccccc1,-5,5,-3,0.95,-2,-3,1,-11,1.9
CCOC(=O)c1ccc(-c2n[nH]c(=O)c3ccccc23)cc1,1,-9,-3,1.1,3,-9,1.1,-9,-0.7
CCN(Cc1nc2ccccc2c(=O)[nH]1)C(=O)c1ccc(C)c(NC(=O)c2ccco2)c1,-9,7,2,0.93,-3,1,0.99,2,-0.9
Cc1cccn2c(=O)nc(SCC(=O)NCc3ccccc3Cl)nc12,-6,-2,2,1,0,5,0.95,11,0.5
COC(=O)Cc1c(C)c2ccc(OC3CCCCC3=O)cc2oc1=O (centres undefined),-10,8,-1,0.92,-4,4,0.96,1,-1.2
Cc1c(Cl)cccc1NC(=O)C1CCCCC1,-6,2,-3,0.97,0,-6,1.1,nt,nt
COc1ccc(CCN(C)C(=O)/C=C/c2c(Cl)nc3ccccn23)cc1OC,0,-1,1,1,26,2,0.98,-6,-0.2
COC(=O)CSc1ccc2nnc(-c3ccc(F)cc3)n2n1,-6,5,0,0.95,-1,3,0.97,-5,-3.4
COc1ccc(CCNC(=O)c2nn(C)c3c2CS(=O)(=O)c2ccccc2-3)cc1OC,8,-4,-2,1,2,-7,1.1,-8,-1.5
CCC(CCCO)CCC[C@H](C)CCC1OCCO1 (some centres undefined),3,7,3,0.93,5,-2,1,6,-0.8
NC(=O)c1ccsc1NC(=O)COC(=O)C1CC2CCCC(C1)C2=O (centres undefined),1,-3,-3,1,8,4,0.96,-2,2.1
COc1ccc(C(C(=O)NCc2ccc(F)cc2)N(C(=O)c2csnn2)C2CC2)cc1 (centres undefined),-6,5,-3,0.95,-2,1,0.99,-7,-0.8
Cc1c(C(=O)N2CCN(c3ccccn3)CC2)oc2ccccc12,-5,12,3,0.88,0,4,0.96,-7,-0.5
Clc1ccc(-c2noc(CN3CCOCC3)n2)cc1,-3,-4,0,1,-1,0,1,0,0.5
Cc1ccc(S(=O)(=O)N2CCC[C@H]2C(=O)OCC(=O)N2CCc3ccccc32)cc1,-7,14,-2,0.86,-4,0,1,2,-0.7

# An excerpt of these results, with values under each structure.
# Value order – APOBEC3G inh, hIAP inh, beta cell repl, hIAP activ, APOBEC3A inh, mIAP inh, mIAP activ, ATG4B inh, MPTP block
CCC(CCCO)CCC[C@H](C)CCC1OCCO1 (some centres undefined)
 : 3, 7, 3, 0.93, 5, -2, 1, 6, -0.8
NC(=O)c1ccsc1NC(=O)COC(=O)C1CC2CCCC(C1)C2=O (centres undefined)
 : 1, -3, -3, 1, 8, 4, 0.96, -2, 2.1
COc1ccc(C(C(=O)NCc2ccc(F)cc2)N(C(=O)c2csnn2)C2CC2)cc1 (centres undefined)
 : -6, 5, -3, 0.95, -2, 1, 0.99, -7, -0.8
Cc1c(C(=O)N2CCN(c3ccccn3)CC2)oc2ccccc12
 : -5, 12, 3, 0.88, 0, 4, 0.96, -7, -0.5
Clc1ccc(-c2noc(CN3CCOCC3)n2)cc1
 : -3, -4, 0, 1, -1, 0, 1, 0, 0.5
Cc1ccc(S(=O)(=O)N2CCC[C@H]2C(=O)OCC(=O)N2CCc3ccccc32)cc1
 : -7, 14, -2, 0.86, -4, 0, 1, 2, -0.7

# Further results:
SMILES,APOBEC3G inh,hIAP inh,beta cell repl,hIAP activ,APOBEC3A inh,mIAP inh,mIAP activ,ATG4B inh,MPTP block
COc1ccccc1N1C(=O)CC(Nc2ccc(N3CCOCC3)cc2)C1=O (centres undefined),-5,1,1,0.99,-3,4,0.96,0,3.0
CCn1c(COc2ccccc2C)nnc1SCC(=O)NC1CCCC1,-6,0,2,1,-2,-4,1,-11,1.3
CNS(=O)(=O)c1cc(NC(=O)c2cccc3cccnc23)ccc1C,-7,7,-1,0.93,0,5,0.95,-38,0.7
Fc1ccc(C(c2nnnn2CCc2ccccc2)N2CCCc3ccccc32)cc1 (centres undefined),-4,3,-6,0.97,1,-4,1,-3,8.5
CCc1ccc(C(=O)/C=C/Nc2ccc(S(=O)(=O)Nc3cnc4ccccc4n3)cc2)cc1,1,7,-4,0.93,2,12,0.89,2&-1,1.2&6.8
CC(C)CN(C(=O)C1COc2ccccc2O1)c1c(N)n(CC(C)C)c(=O)[nH]c1=O (centres undefined),-7,-6,2,1.1,-1,3,0.97,-14,-1.2
O=C(c1cccc(F)c1)N1CCC(N2CCOCC2)CC1,-6,-11,-1,1.1,0,3,0.97,2,-0.2
Cc1ccc(-n2c(N)c(C(=O)N3CCOCC3)sc2=S)c(C)c1,10,-13,-3,1.1,-2,7,0.93,-4,-0.7
COc1ccc(C2N(S(=O)(=O)c3ccc(C)cc3)CCN2S(=O)(=O)c2ccc(C)cc2)cc1,1,-3,-5,1,2,-4,1,-6,3.2
CCOC(=O)c1cccc(N2CC3CNC(=O)C2(C(=O)OC)N3C)c1 (centres undefined),-5,7,-1,0.93,2,-6,1.1,0,-1.2
COc1ccc2c(-c3ccccc3)cc(SCC(=O)NC3CCS(=O)(=O)C3)nc2c1 (centres undefined),-1,-12,1,1.1,2,-10,1.1,-14,17
O=S1(=O)CCO[C@H]2Cc3ccccc3[C@H]2N1Cc1ccc(F)cc1,-5,0,3,1,-3,8,0.92,10,-0.3
O=C(NN1CCOCC1)c1sc2cccc(F)c2c1Cl,-7,-13,-1,1.1,1,0,1,-3,-2.1
COc1ccc(Cl)cc1NC(=O)CCN1CCN(Cc2ccccc2)CC1,-14,4,-4,0.96,-4,-2,1,-9,-0.3
COc1ccccc1N1CCN(S(=O)(=O)c2ccc(Br)s2)CC1,-6,-6,-1,1.1,5,-2,1,1,0.0
CCOC(=O)c1ccc(NC(=O)CSc2nnc(CNC(=O)c3c(F)cccc3Cl)o2)cc1,8,10,-1,0.9,2,8,0.92,-14,4.7
Cc1cccc(C(C)C)c1NC(=O)CSc1ncnc2[nH]ncc12,0,-35,0,1.4,2,10,0.91,3,-0.4
O=C1CN(S(=O)(=O)c2ccccc2C(F)(F)F)CCN1,-2,11,0,0.89,0,-12,1.1,-8,0.2
COc1ccc(N)c2c1OCCC2=O,0,-22,-2,1.2,-2,-2,1,2,-1.6
COc1c(Cl)cc(Cl)cc1C(=O)Nc1ccc(CN2CCOCC2)cc1,2,-37,-3,1.4,0,23,0.77,-5,2.3
Cc1ccc(-n2cc3ccc([N+](=O)[O-])cc3n2)cc1,-1,-4,-3,1,-1,-3,1,-4,-0.4
N#CCCn1c(SCC(=O)NCC2CCCO2)nc2ccccc21 (centres undefined),-6,-4,-1,1,-7,-7,1.1,-9,0.2
Cc1cc(C)c(C)c(/C=C(/C#N)C(N)=S)c1C,-4,3,0,0.97,3,22,0.78,16,0.7
O=C(Nc1ccc(C(=O)N2CCC(N3CCOCC3)CC2)cc1)c1ccc(Br)o1,-8,9,-4,0.91,-3,-7,1.1,-14,-1.4
O=C(CNS(=O)(=O)c1ccccc1)Nc1ccccc1Br,-10,7,-3,0.93,-5,3,0.97,-7,-0.6
CC(=O)Nc1ccc(NC(=O)[C@H](C)NC(=O)c2ccco2)cc1,-1,1,3,0.99,4,6,0.94,-4,0.5
Cc1nnc(SCC(=O)NC2CCCCC2C)s1 (centres undefined),-7,-4,0,1,-3,-3,1,-12,0.8
CCOC(=O)C1=C(O)/C(=C\c2ccc(O)c(OCC)c2)N=C1C,4,20,1,0.8,8,26,0.74,-6,1.3
Cc1[nH]n(-c2cccc3ccccc23)c(=O)c1C=Nc1ccc2[nH]c(=O)[nH]c2c1,4,-20,0,1.2,-2,8,0.92,-2,4.1
COc1ccc(CC(=O)Oc2ccc(C)cc2C)cc1,-5,8,0,0.92,-1,1,0.99,6,0.1
Clc1ccc(COn2c(-c3ccccc3)nc3ccccc32)cc1,-3,11,-5,0.89,-1,8,0.92,15,1.3

# High-throughput results (PubChem)
